PMI act hi M6P: PMI (human) activation, high substrate | P34949 | coupled PMI enzyme assay, resazurin fluorescence, 20 min; hits give high values; 1 = untreated enzyme, 0 = substrate-free blank | activation factor at 20 µM | 0.34% of 190,000 active | AID 1216;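 active = activation factor of 2 or more at 20 µM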
Target sequence (P34949 whole entry, looked up): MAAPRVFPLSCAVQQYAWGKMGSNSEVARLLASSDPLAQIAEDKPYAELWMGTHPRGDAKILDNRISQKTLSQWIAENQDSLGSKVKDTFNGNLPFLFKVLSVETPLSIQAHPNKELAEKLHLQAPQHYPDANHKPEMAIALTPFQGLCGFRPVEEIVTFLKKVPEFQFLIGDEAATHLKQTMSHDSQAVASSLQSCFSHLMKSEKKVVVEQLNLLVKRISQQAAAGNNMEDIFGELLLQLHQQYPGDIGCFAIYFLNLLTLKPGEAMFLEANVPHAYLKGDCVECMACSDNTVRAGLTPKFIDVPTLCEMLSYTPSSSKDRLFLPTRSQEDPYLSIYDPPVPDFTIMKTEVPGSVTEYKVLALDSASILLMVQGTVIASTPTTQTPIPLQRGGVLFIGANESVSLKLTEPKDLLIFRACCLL
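Test system: human phosphomannose isomerase with PGI, G6PDH, diaphorase coupling enzymes; Amount: PMI at 15 ng/mL final; Reagent: Mannose-6-phosphate 1.0 mM (near-saturating) plus 0.22 mM NADP+; Timing: 20 min, room temperature; Technique: resorufin fluorescence at Ex 544/Em 590 nm; Dosing: 20 µM single dose.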
Efa HMGR inh: inhibitors of class II HMG-CoA reductase from Enterococcus faecalis; inhibition, % at 10 µM; purified E. faecalis HMGR, NADPH absorbance 340 nm kinetic; AID 1066; 0.41% of 190,000 active;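 active = inhibition above a set limit, the median over all tested compounds plus 3 SD, cut at about 9.5% in these data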;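 note: enzyme runs in reverse so mevalonate oxidation gives rising NADPH absorbance; 0% = complete reaction with DMSO and 100% = background rate lacking mevalonate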
TNAP inh hiacc: blocks human TNAP under high phosphate acceptor concentration; P05186; purified TNAP, CDP-star luminescence, 1 M DEA; inhibition, % at 20 µM; 0.03% of 200,000 active; AID 1135;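 active = over 50% inhibition of tissue-nonspecific alkaline phosphatase at 20 µM in the single-dose screen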;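 note: plate controls were DMSO wells for no effect and EDTA-quenched wells as full inhibition for full effect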
S1P3 antag: S1P3 (human) receptor antagonism; Q99500; CHO S1P3 NFAT-BLA reporter, FRET fluorescence, antagonist mode; inhibition, % at 4.98 µM; 0.27% of 170,000 active; AID 485;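 active = inhibition above the plate cutoff, the mean inhibition of test wells on that plate plus 3 SD, cut at about 28% in these data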;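 note: cells challenged with S1P at its EC80 of 0.8 µM; blue over green emission ratio from cleaved BLA substrate after 4 h stimulation; 0% = S1P-stimulated wells and 100% = unstimulated DMSO-only wells; some compounds past the cut are filed as inactive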
Target sequence (Q99500 whole entry, looked up): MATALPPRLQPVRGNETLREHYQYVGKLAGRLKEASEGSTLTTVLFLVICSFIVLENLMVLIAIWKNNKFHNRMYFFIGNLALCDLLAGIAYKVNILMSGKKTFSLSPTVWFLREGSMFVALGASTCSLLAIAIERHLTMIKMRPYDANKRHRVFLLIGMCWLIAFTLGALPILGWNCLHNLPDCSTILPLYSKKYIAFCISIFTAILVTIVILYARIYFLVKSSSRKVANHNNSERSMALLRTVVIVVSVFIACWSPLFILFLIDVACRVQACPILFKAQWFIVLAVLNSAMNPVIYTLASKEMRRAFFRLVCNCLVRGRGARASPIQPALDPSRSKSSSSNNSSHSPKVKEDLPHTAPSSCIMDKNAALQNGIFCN
PMI activator: activators of human phosphomannose isomerase; P34949; purified human PMI, coupled resazurin fluorescence, 20 min; hits give high values; 1 = vehicle control, 0 substrate-free wells; activation factor at 20 µM; 0.005% of 190,000 active; AID 1214;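 active = activation factor of 2 or more at 20 µM, relative to plate controls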
Lmaj promast: Leishmania major promastigote growth inhibition | Leishmania major promastigotes, resazurin fluorescence viability | inhibition, % at 10 µM | 9% of 200,000 active | AID 1063; in the data active = inhibition above about 50%;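 note: promastigotes grown with compound for 44 hours at 28 °C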
TNAP inh noacc: blocks human TNAP activity with no phosphate acceptor present; AID 1012; P05186; inhibition, % at 20 µM; 0.26% of 200,000 active; purified TNAP, CDP-star luminescence, 30 min;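 active = tissue-nonspecific alkaline phosphatase inhibition above about 50% at 20 µM in the single-dose screen, limit read from the data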;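 note: 0% = DMSO negative control and 100% = EDTA positive control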
RAM inhibit: blocks the yeast RAM network; 1.8% of 190,000 active; inhibition, % at 50 µM; S. cerevisiae dse1pr::URA3 reporter, 5-FOA growth OD615, 2 d; analog-sensitive cbk1-as2 kinase mutant strain;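 active = inhibition above a set limit, 3 SD over mean compound inhibition, cut at about 8.4% in these data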;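 note: 0% = DMSO-only wells with no growth and 100% = 10 µM 1-NA-PP1 full growth; inhibition rescues growth on 5-FOA so higher OD means more RAM inhibition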
Redox H2O2 prof: compounds producing H2O2 with reducing agent – biochemical, NIH compound library profiling, artefact control for MLSCN library redox annotation, primary screen; DTT-dependent redox cycling H2O2, phenol red/HRP absorbance; 100% = 100 µM peroxide control, 0% = buffer; activation, % at 10 µM; 0.03% of 200,000 active;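 active = activation of at least 50% relative to the plate's high and low controls in the primary single-dose screen; inactive = activation below 50%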;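 note: compound incubated with DTT at 0.8 mM final as the reducing agent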
Hsp70 activator: Hsp70 transcriptional activation, primary screen | AID 1203 | activation, % at 10 µM | 0.04% of 200,000 active | HeLa Hsp70 promoter luciferase reporter, luminescence; scaled: vehicle 0, proteasome-inhibitor control 100%;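 active = activation above the mean across all tested compounds plus 3 SD, cutoff set per campaign, cut at about 5.5% in these data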;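 note: 100% = MG132 at 30 µM as the positive control and 0% = DMSO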
Active calls of the source: *; . = not tested or not shown.

SMILES	PMI act hi M6P	Efa HMGR inh	TNAP inh hiacc	S1P3 antag	PMI activator	Lmaj promast	TNAP inh noacc	RAM inhibit	Redox H2O2 prof	Hsp70 activator
Cc1ccc(OCCC(=O)Nc2c(C)n(C)n(-c3ccccc3)c2=O)cc1	1.1	0	-4	18	1	0	-13	1.8	0.1	-0.1
COC(=O)c1ccc(CSc2ccc3nnc(-c4cccnc4)n3n2)o1	1	.	-1	-30	1	.	3	.	.	.
Cc1nc(C(=O)Nc2cccc(Cl)c2)nn1-c1cc(OC(C)C)c(Cl)cc1Cl	0.8	-1	-3	.	0.8	0	-9	2.8	1.6	0.0
Cn1cnnc1SCC(=O)Nc1ccccc1C(=O)NC1CC1	0.9	-5	-5	.	0.9	-2	-6	-0.8	0.0	0.4
Cc1ccc(NC(=O)CO/N=C/c2ccc(N(C)C)cc2)cc1	1	-3	-4	9	0.9	-3	-6	0.2	-0.2	-0.1
O=C(CN1C(=O)C2C3C=CC(C3)C2C1=O)N1CCc2ccccc2C1 (stereo unspecified)	1	-4	1	-15	1	2	-5	0.7	-0.4	-0.2
CCN(CC)c1ccc(C=C2C(=O)OC3(CCCC3)OC2=O)cc1	0.9	-2	-2	13	0.9	-5	14	0.8	0.2	-0.5
CC(=O)N(C(C)=O)N1C(=O)c2cccc3c(N4CCOCC4)ccc(c23)C1=O	1	-1	9	-3	1.1	-2	0	2.7	-0.2	-0.4
COc1cc2c(cc1OC)CN(c1nc(-c3cccnc3)nc3ccccc13)CC2	1	-3	0	-2	1.1	36	-5	0.1	-0.5	-0.2
O=C(Nc1cccc(-c2cn3ccccc3n2)c1)c1cnccn1	0.9	1	2	.	0.9	9	0	-0.1	0.6	-0.3
Cc1ccccc1C(=O)Nc1ccccn1	0.9	-2	-1	.	1	-3	-12	1.1	0.2	-0.4
Cc1nn(-c2ccccc2)c(N2CCCC2)c1/C=N/Nc1ccc(S(N)(=O)=O)cc1[N+](=O)[O-]	1	-3	20	-5	0.8	20	14	3.4	0.7	0.0
COC(=O)c1cc(OC)c(OC)cc1NC(=O)Cc1ccccc1[N+](=O)[O-]	1	-4	-1	.	1	-2	-6	1.6	3.2	0.0
Cc1ccc(Nc2nc(COC(=O)COc3ccc(C=O)cc3)cs2)cc1	0.9	3	-4	-3	0.9	40	-6	0.4	.	-0.2
CC1(C)Cc2nc3sc4c(=O)n(Cc5ccccc5)cnc4c3cc2CS1	1.1	4	0	-6	1.1	43	-4	2.3	1.0	-0.1
O=C(Nc1nc2ccccc2s1)C1CC(=O)N(c2ccccc2)C1 (stereo unspecified)	1	0	0	.	1.1	-9	-4	2.7	2.0	-0.1
COCCCNC(=O)c1ccc(C2SCC(=O)N2Cc2ccco2)cc1 (stereo unspecified)	0.9	-3	2	-2	0.9	-9	-7	1.5	0.3	-0.2
O=C(CN1C(=O)CCC1=O)Nc1ccc2c3c(cccc13)CC2	1	-2	-4	0	1	-3	-15	1.6	-2.1	-0.4
O=C(/C=C/c1ccco1)NCc1ccccn1	1.1	-2	-4	4	1.1	-2	-10	-0.8	-0.1	-0.1
COc1ccccc1C(=O)Nc1ncc2c(n1)CC(c1ccco1)CC2=O (stereo unspecified)	0.8	-5	-3	-4	0.9	-1	-4	0.1	-0.2	-0.5
CCOc1ccc(-n2nc3c(=S)[nH]nc(C)c3c2C)cc1	1.1	0	1	11	1.2	-7	-1	3.5	0.0	-0.3
COc1ccc2nc(SCC(=O)Nc3ccc(S(=O)(=O)N4CCCC4)cc3)c(C#N)cc2c1	1.3	-5	-1	3	1	90*	-8	3.1	3.3	-0.6
COc1ccc(Cc2nnnn2CC(=O)O)cc1	1.1	-1	-5	-2	1.1	-8	-8	0.9	0.1	-0.6
COc1cc(C(=O)Nc2c(C)cc(C)cc2C)c(-n2cnnn2)cc1OC	1.1	-2	-6	-28	1.1	-6	4	-0.5	0.2	0.1
CCOc1ccc(CCNC(=O)C(C)n2nc(C)n3c(cc4occc43)c2=O)cc1OCC (stereo unspecified)	1	-4	-1	12	1	-6	-1	0.8	-2.9	-0.4
Nc1c(C(=O)c2ccc(F)cc2)oc2ccccc12	1.3	-5	-1	-1	1.2	0	-3	2.1	0.5	0.2
CCCCCn1c(SCC(=O)OC)nc2c1c(=O)[nH]c(=O)n2C	0.9	6	-4	-15	1	-6	-6	-1.3	-1.7	-0.2
CCn1c(C(=O)N2CCC(C(=O)NCc3ccc4c(c3)OCO4)CC2)cc2sccc21	1	4	-5	13	0.9	-4	-12	1.4	-1.5	-0.1
COc1cc(OC)cc(C(=O)N/N=C2/SCC(=O)N2Cc2ccco2)c1	1	-2	-2	-27	1	-5	-15	0.8	0.0	-0.1
COc1ccc(Oc2ccc3c(C(F)(F)F)cc(C(F)(F)F)nc3n2)cc1	1	-5	-5	.	1	-4	-2	2.0	-11	-0.2
COc1ccc(C)cc1NC(=S)Nc1ccccc1SC	0.9	-1	-3	-13	1	6	-4	0.1	0.3	-0.1
Cc1oc(-c2ccc(F)cc2)cc1-c1nn2c(-c3ccoc3C)nnc2s1	1.2	.	-7	.	1.2	.	-10	.	.	.
O=C1OC(c2ccc(O)cc2)(c2ccc(O)cc2)c2ccccc21	0.9	-2	23	-17	0.9	-8	15	1.5	-1.2	0.4
CCc1cc2cccc(C)c2nc1SCC(=O)N1CCN(C(=O)c2ccco2)CC1	0.9	-4	-4	-19	1	4	-10	0.7	-2.6	-0.3
C/C(NCCN1CCOCC1)=C(\C#N)C(N)=O	1	-3	-1	.	1	-6	-10	2.1	0.4	-0.2
CC(Sc1nnc(-c2ccccc2)c(-c2ccccc2)n1)C(=O)Nc1ncc(Cl)cc1Cl (stereo unspecified)	1	-15	-1	5	0.9	49	-4	4.8	0.2	0.1
O=C(c1cccnc1)N1CCC(c2nc3ccccc3[nH]2)CC1	1	3	-5	-13	1	4	-7	-0.9	-0.4	-0.2
O=C(O)CCN1CCc2ccccc2C1c1cccs1 (stereo unspecified)	1	-7	-8	-5	1	0	-10	-0.1	-0.4	-0.3
S=C(NCc1ccco1)Nc1ccc(Oc2ccccc2)cc1	0.9	1	-2	-2	0.8	17	-22	1.8	6.7	0.1
CC(=O)NCc1ccc(C(=O)CSc2nnc(-c3ccncc3)n2Cc2ccccc2)o1	1	-1	7	-5	1.1	-5	0	1.1	0.2	-0.1
CCOC(=O)N1CCC(NC(=O)c2ccc3c(c2)N(C)CCS3)CC1	0.4	-2	-2	-10	0.9	9	-6	1.1	-0.1	-0.1
CC(C)(C)NC(=O)C1CC(=O)OC1(C)C (stereo unspecified)	0.9	2	1	-1	0.9	-6	-5	0.6	1.8	-0.4
COc1ccc(C2C(C(=O)c3ccco3)=C(O)C(=O)N2CCOCCO)cc1OC (stereo unspecified)	0.9	-2	-8	.	1	-3	-11	0.0	2.5	-0.2
CCC(=O)Nc1sc2c(c1C(N)=O)CCC2	1	2	-8	.	1.1	-10	-18	0.4	-1.5	0.1
Cc1nnc(SCC(=O)N2c3ccccc3CC2C)s1 (stereo unspecified)	1	4	2	-15	0.9	-5	-13	0.9	3.0	-0.1
O=C(Nc1ccc(Cl)c(Cl)c1)N1CCSC1c1ccco1 (stereo unspecified)	0.8	-1	-7	25	0.8	13	-10	2.8	1.8	-0.1
COCc1c(C(=O)Nc2ccc(Cl)cc2F)oc2ccccc12	1	-1	-4	5	1.1	-10	4	5.2	-0.2	0.1
O=C(O)CCNS(=O)(=O)c1ccc(Oc2ccccc2)cc1	0.9	0	4	-3	0.9	-13	-2	1.9	-3.2	-0.1
Cc1nnc(-c2ccc(Oc3ccc(C)c(C)c3)c([N+](=O)[O-])c2)o1	1	1	-1	-12	1.1	65*	-7	2.6	1.1	-0.3
COC(=O)C(O)(CC(=O)Nc1ccccc1OC)C(F)(F)F (stereo unspecified)	0.9	1	1	.	1	-5	-2	-0.6	0.7	-0.3
CN1C=CC=C/C1=C1\SC(=S)N(CC(=O)O)C1=O	0.9	7	22	-7	0.8	-6	18	0.0	-0.8	0.0
CCOCCCNC(=O)CN1C(=O)/C(=C/c2ccccc2)Sc2ccccc21	0.9	0	-2	-11	0.8	-1	-19	1.9	-0.1	0.0
CCn1c(-c2csc(C(C)C)c2)n[nH]c1=S	0.9	3	2	-5	0.9	-11	15	-0.1	0.0	-0.3
CCOc1ccccc1CN1CCN(C2CCSCC2)CC1CCO (stereo unspecified)	1.1	0	-6	-7	1	3	-14	1.6	-0.9	-0.3
O=C(COc1nncc2ccccc12)NCC(F)(F)F	1	-4	-7	-13	1	-5	-12	0.7	-0.6	0.0
COC(=O)C(=C/C=C/c1cccnc1)C(=O)OC	1	-5	-5	-6	1	29	-8	0.2	-0.1	0.1
COc1ccc(-c2nc(S(=O)(=O)c3ccccc3)c(N3CCOCC3)o2)cc1	1	-7	2	-4	1	-5	-12	0.6	0.4	-0.3
CCC(=O)NCCc1c[nH]c2ccccc12	1	-3	-1	.	1	-3	-14	-0.2	0.1	-0.1
COC(=O)c1ccccc1NC(=O)N1CCN(c2ccc(OC)cc2)CC1	1	3	-2	-7	0.9	-3	-4	2.9	-0.6	-0.1
O=C(c1ccc(Oc2ccc(C(F)(F)F)cc2[N+](=O)[O-])cc1)N1CCOCC1	1.9	-1	-1	4	1.5	55*	0	-0.1	.	-0.3
(more compounds)
SMILES	PMI act hi M6P	Efa HMGR inh	TNAP inh hiacc	S1P3 antag	PMI activator	Lmaj promast	TNAP inh noacc	RAM inhibit	Redox H2O2 prof	Hsp70 activator
Cc1ccc(S(=O)(=O)N2CCC(=O)N(CCOC(=O)Nc3cc(C)cc(C)c3)CC2)cc1	0.9	-1	-1	-14	0.9	-2	-6	3.4	0.4	-0.1
COc1ccc(C)cc1S(=O)(=O)n1nc(C)cc1C	1	-7	-7	-2	1	-6	-12	-0.8	-0.2	-0.2
O=[N+]([O-])c1cccc(-c2csc(N/N=C/c3cccc(O)c3)n2)c1	0.9	-2	-5	-12	1	98*	-6	2.5	-1.3	-0.3
CC1CC(C)CN(C(=S)Nc2ccc3nc4n(c(=O)c3c2)CCCCC4)C1 (stereo unspecified)	1.1	2	-6	1	1	85*	-14	0.4	0.4	-0.4
Cc1cc(N/N=C/c2ccc(O)cc2O)nc(-c2ccccc2O)n1	0.5	-3	2	2	0.6	12	-48	10*	0.6	-0.3
CCOC(=O)c1c(-c2ccc(F)cc2)csc1NC(=O)C1CCCO1 (stereo unspecified)	0.9	0	-8	10	0.8	5	-10	6.0	3.1	-0.2

Shown as a hit in RAM inhibit, of those listed so far:
| SMILES | PMI act hi M6P | Efa HMGR inh | TNAP inh hiacc | S1P3 antag | PMI activator | TNAP inh noacc | RAM inhibit | Redox H2O2 prof | Hsp70 activator |
| --- | --- | --- | --- | --- | --- | --- | --- | --- | --- |
| Cc1cc(N/N=C/c2ccc(O)cc2O)nc(-c2ccccc2O)n1 | 0.5 | -3 | 2 | 2 | 0.6 | -48 | 10* | 0.6 | -0.3 |

High-throughput results from PubChem BioAssay.

An unsorted share of the library; about 12% have a hit in one of these screens.
